Screening data from PubChem BioAssay.
HT1080-NT tox: kills 2HG-producing HT-1080-NT fibrosarcoma cells | Potency, µM (top dose mostly 46.1 µM), for inactives: at the highest dose activity, negative = less viability, actives largely listed as cytotoxic | AID 686970 | 1.6% of 360,000 active | HT-1080-NT fibrosarcoma viability, CellTiter-Glo ATP luminescence, 48 h;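 note: NT is the 2HG producing partner of a matched IDH1 knockdown line; 0% = DMSO-treated cells and -100% = media-only wells without cells; nearly all actives have a fitted effect of over 55% in size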
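Viability of the 2HG-overproducing fibrosarcoma line after 48 hours of compound exposure at 37 degrees C was determined by luminescence with CellTiter-Glo, and concentration-effect curves were then fitted and categorized.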
TDP-43 yeast inh: TDP-43 toxicity inhibition in yeast. TDP-43 expressing yeast growth rescue, BacTiter-Glo, 24 h. Potency, µM (highest dose often 46.1 µM), for inactives: at the top dose growth rescue (activation), usual class: activators. 1.8% of 410,000 active. AID 652104; note: % of control where 0% means no effect; nearly all actives have a fitted effect of over 50% in size
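In this qHTS, compounds that restore growth of yeast expressing TDP-43 appear as activators. Cells (OD600=0.02, galactose medium, raffinose-pregrown) are incubated with compound 24 hr at 30 deg C and growth is quantified by BacTiter-Glo.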
KB-V1 MDR tox: kills drug-selected multidrug resistant KB-V1 cells. KB-V1 MDR cells viability, CellTiter-Glo, 72 h. Potency, µM (top dose mostly 46.1 µM), without a hit: at the highest dose activity change, negative = cytotoxicity, usual class: cytotoxic. 3.4% of 400,000 active; note: % is set by controls: 0 for no effect and ±100 for the full control effect; nearly all actives have a fitted effect of over 60% in size
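In this primary screen, KB-V1 cells overexpressing P-gp are incubated with library compounds (lowest to highest concentration) for 72 h at 37 degrees C before a luminescent ATP viability read.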
GLP1R cytotox: cytotoxicity counter-screen for GLP-1 receptor inverse agonists. 0.13% of 410,000 active. Potency, µM (highest dose often 38.3 µM), without a hit: top-dose activity change, negative = inhibition, usual class: inhibitors. HEK293 cAMP-luciferase reporter cells, luminescence, 24 h;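 note: loss of luciferase light is scored as toxicity; % is set by controls: 0 for no effect and ±100 for the full control effect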
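Quantitative HTS format, 1536 wells, 200 cells/uL seeded. Compounds: 23 nL, 24 h, 37 °C. Detection: luciferase reagent, luminescence at 12 min RT; decreased signal taken as cytotoxic.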
GLP1R ag: agonists of human GLP-1 receptor | 0.007% of 380,000 active | HEK293 GLP-1R CRE-luciferase, luminescence, 4-6 h; cells express a hypersensitive GLP-1R form | Potency, µM (titrated, usually from 45.6 µM), inactives show top-dose activation, actives largely listed as activators | P43220; note: % of control where 0% means no effect
Target sequence (P43220 whole entry, looked up): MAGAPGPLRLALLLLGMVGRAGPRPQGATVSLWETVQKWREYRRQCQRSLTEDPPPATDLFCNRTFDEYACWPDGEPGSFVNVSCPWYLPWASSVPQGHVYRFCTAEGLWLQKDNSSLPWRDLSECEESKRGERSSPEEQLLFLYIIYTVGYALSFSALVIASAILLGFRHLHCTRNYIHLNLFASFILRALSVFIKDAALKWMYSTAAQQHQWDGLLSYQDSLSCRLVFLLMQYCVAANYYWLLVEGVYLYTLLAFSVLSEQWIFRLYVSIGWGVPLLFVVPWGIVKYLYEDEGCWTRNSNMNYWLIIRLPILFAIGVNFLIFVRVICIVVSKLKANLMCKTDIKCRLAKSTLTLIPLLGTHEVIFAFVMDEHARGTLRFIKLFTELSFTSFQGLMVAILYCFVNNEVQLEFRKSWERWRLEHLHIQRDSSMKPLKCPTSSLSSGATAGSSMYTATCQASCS
HT1080 IDH1KD tx: HT-1080 IDH1 knockdown cell toxicity (counter line); HT-1080 IDH1 knockdown viability, ATP luminescence, 48 h; Potency, µM (series often up to 46.1 µM), inactives show at the highest dose activity, negative = toxicity, hits mostly cytotoxic; 2% of 360,000 active;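 note: 0% = DMSO wells and -100% = cell-free medium wells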
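IDH1KD HT-1080 cells, 750/well, RPMI + 5% FBS; compound pinned after 2 h settling; 48 h, 37 °C; CellTiter-Glo luminescence; % activity normalised to DMSO and no-cell wells; curves fitted, classed by r2 and efficacy.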
GLP-1R inv ag: acts as inverse agonist at human GLP-1 receptor; HEK293 GLP-1R CRE-luciferase, luminescence, 24 h; GLP-1R form is constitutively active; Potency, µM (highest dose often 38.3 µM), without a hit: at the top dose activity change, negative = inhibition, actives largely listed as inhibitors; 1.6% of 410,000 active; note: % is set by controls: 0 for no effect and ±100 for the full control effect; nearly all actives have a fitted effect of over 55% in size
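Inverse agonism was detected as reduced cAMP-driven luciferase luminescence after 24 h compound treatment. The cells were HEK293 clones expressing constitutively active human GLP-1R with the reporter. Reporter-only and GPR119 cell lines served as counterscreen controls.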
SW480 rerep: induces DNA re-replication in SW480 colon adenocarcinoma cells; 1.8% of 340,000 active; SW480 DNA re-replication, Hoechst DNA content imaging, 48 h; Potency, µM (series often up to 46.1 µM), for inactives: at the top dose re-replication activation, hits mostly activators; AID 624297; note: % of control where 0% means no effect; nearly all actives have a fitted effect of over 55% in size
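Readout is total intensity of Hoechst-stained nuclei, excited at 405 nm and collected at 500-530 nm. Compound treatment lasted 48 hr at 37 C in 5% CO2 before staining.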
KB-3-1 cytotox: KB-3-1 parental cell cytotoxicity; KB-3-1 viability, CellTiter-Glo ATP luminescence, 72 h; Potency, µM (doses to about 46.1 µM), without a hit: at the top dose activity change, negative = cytotoxic, hits mostly cytotoxic; 1.4% of 400,000 active; AID 1347075; note: % is set by controls: 0 for no effect and ±100 for the full control effect; nearly all actives have a fitted effect of over 60% in size
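KB-3-1 cells, DMEM (no phenol red) + 10% FBS; compound by pin transfer, 72 h, 37 °C. Readout: CellTiter-Glo luminescence after 10 min. Data normalized, curve-fitted.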
Starred values were filed as active, the others as inactive; ? = inconclusive; / = not tested or not shown; & = joins results of further samples; [ ] = another dose, or the depositor's remark. Calls come from the whole dose curve; as a rule, active = well fitted curve in the direction sought with a large enough effect; inconclusive = small, poorly fitted or top-dose-only effect, or another doubt; inactive = no such curve, though single readings can be large; an effect the other way counts as inactive or inconclusive. Potency is the fitted concentration of half-maximal effect.

SMILES	HT1080-NT tox	TDP-43 yeast inh	KB-V1 MDR tox	GLP1R cytotox	GLP1R ag	HT1080 IDH1KD tx	GLP-1R inv ag	SW480 rerep	KB-3-1 cytotox
CCCCn1c(N)c(N(CCOC)C(=O)C2CCN(S(=O)(=O)c3ccc(C)c(C)c3)CC2)c(=O)[nH]c1=O	1.6%	16.4%	1.2%	17.2%	-0.8%	1.7%	21.0%	-4.0%	-0.9%
Fc1ccc(Cn2nnnc2C(c2cccs2)N2CCN(C3CCCCC3)CC2)cc1 (configuration not stated)	0.0%	26.2%	1.8%	?	4.2%	-1.3%	0.2%	-5.5%	-6.5%
Cc1ccccc1-n1nnnc1SCC(=O)Nc1ccc(N2CCN(C)CC2)cc1	-23.2%	-18.3%	?	-19.3%	-4.9%	-7.4%	1µM*	?	?
Cc1cccc(NC(=S)NCCSc2ccc(Cl)cc2)c1	-22.4%	?	?	?	14.7%	?	?	-0.2%	-25.5%
CC(C)c1ccc(CC(C)C2C3=C(CCCC3=O)OC3=C2C(=O)CCC3)cc1 (configuration not stated)	?	9.6%	?	-17.2%	0.6%	?	?	11.9%	?
Cc1nnsc1SCCNC(=O)c1c(F)cccc1F	10.2%	-20.4%	?	2.8%	-8.0%	13.4%	0.0%	-5.2%	8.9%
COc1ccc(-c2cc(C(F)(F)F)n3ncc(C(=O)NCC4CCCO4)c3n2)cc1OC (configuration not stated)	-3.1%	-2.8%	-9.3%	137.4%[activator]	15.6%	-3.5%	48.3%[activator]	-2.1%	6.7%
Cc1ccc2c(c1)sc1nc(-c3cc4ccccc4oc3=O)cn12	/	15.2%	-12.3%	-13.8%	/	/	-69.9%	/	7.5%
COc1ccccc1C1(CCNS(=O)(=O)c2ccc(C)cc2)CCOC(C(C)C)C1 (configuration not stated)	2.8%	?	3.66µM*	-1.6%	2.2%	4.7%	?	?	?
COc1cccc(OC)c1C(=O)Nc1nc2ccc([N+](=O)[O-])cc2s1	15.3%	-16.6%	-0.6%	0.0%	6.7%	-1.6%	-19.3%	1.5%	28.9%
CCCCCC(=O)Nc1ccc(S(=O)(=O)Nc2cc(OC)nc(OC)n2)cc1	1.6%	-11.7%	0.0%	2.0%	-0.3%	1.2%	12.1%	-1.1%	2.1%
CCCC(c1nnnn1Cc1ccc2c(c1)OCO2)N1CCC(C(N)=O)CC1 (configuration not stated)	17.7%	0.0%	6.2%	8.5%	2.6%	-0.1%	8.4%	?	0.0%
Cc1ccc(-c2nc(C#N)c(NCC3CCCO3)o2)cc1 (configuration not stated)	0.2%	25.5%	?	0.0%	16.6%	-0.1%	47.6%[activator]	2.9%	-1.0%
CC[C@@]1(C(=O)OC)N[C@H](CN(C)S(=O)(=O)c2ccc(C(C)(C)C)cc2)[C@@H]2C(=O)N(C)C(=O)[C@@H]21	6.8%	14.3%	-7.0%	-7.9%	-3.5%	8.2%	4.3%	-0.3%	7.1%
Cc1ccc2oc(-c3ccc(C)c(NC(=O)/C=C/c4ccco4)c3)nc2c1	/	17.5%	0.0%	-1.9%	0.3%	/	3.0%	/	0.9%
CC(C)CNS(=O)(=O)c1ccc(CCC(=O)NCc2ccco2)cc1	11.0%	0.0%	0.0%	10.7%	0.9%	3.4%	14.8%	-7.9%	8.8%
Cc1cc(S(=O)(=O)NCc2ccco2)c(C)cc1Cl	-14.0%	13.0%	18.1%	8.8%	-3.2%	-2.3%	3.8%	-2.5%	2.2%
COc1ccccc1Nc1cc(C(=O)NC2CCCC2)c2ccccc2n1	-0.9%	?	-1.8%&-4.6%	98.3%&59.9%[activator]	3.4%&-0.2%	-26.4%	-8.2%&-12.3%	-2.7%	-0.9%&-0.8%
O=C(CCc1ccccc1)Nc1cccc(-c2nnc(-c3ccco3)o2)c1	-24.3%	-8.5%	?	?	-1.5%	-18.9%	?	-2.5%	1.7%
CCc1ccc2c(c1)-c1ccccc1S(=O)(=O)N2CC(=O)N1CCCCC1	/	6.7%	-12.9%	5.1%	/	/	-4.6%	/	5.6%
Cn1c(=O)c(C(=O)NNC(=O)c2ccc(Br)cc2)c(O)c2ccccc21	20.6µM*	-93.2%[inhibitor]	?	-23.1%	3.3%	14.6µM*	-20.8%	21.2%	25.9µM*
CC(C)(C)c1ccc(C(=O)NNC(=O)C(=O)N2CCCCC2)cc1	-7.1%	0.0%	?	-20.3%	-12.6%	?	?	8.7%	-1.3%
CC(=O)Nc1ccc2nc(-c3ccncc3)[nH]c2c1	17.6%	10.7%	5.0%	2.4%	-3.9%	19.9%	15.7%	-10.5%	-2.1%
N#Cc1nc(-c2cccs2)oc1NCCN1CCOCC1	-0.7%	21.6%	?	10.2%	0.4%	9.8%	0.0%	-5.6%	5.4%
C=CCn1c(SCCOc2ccc(OC)cc2)nnc1C(NC(=O)c1ccc(OC)cc1)C(C)C (configuration not stated)	-6.0%	-15.5%	11.6µM*	-5.4%	-10.2%	2.6%	-27.4%	17.3%	0.8%
O=C(NCCCN1CCOCC1)c1ccc2c(c1)N(Cc1ccccc1F)C(=O)c1ccccc1S2=O (configuration not stated)	-18.9%	-3.7%	?	-8.2%	-4.1%	-16.6%	-8.0%	28.9%	6.3%
O=C(O)c1cnn2c(C(F)F)cc(C(F)F)nc12	5.4%	-5.7%	6.5%	9.4%	-12.5%	-0.8%	2.3%	-3.8%	11.2%
Fc1ccc(Cc2nnc(-c3cccs3)o2)cc1	-0.4%	29.9%	19.4%	1.4%	9.5%	9.6%	1.0%	-4.6%	-1.7%
O=C(O)CCCC(=O)N1CCc2cc(S(=O)(=O)N3CCc4ccccc43)ccc21	1.6%	1.1%	12.7%	1.4%	-0.7%	1.5%	20.3%	1.1%	10.3%
COC(=O)CN(C#N)c1nc(OC)nc(N(C)C)n1	2.4%	15.4%	-11.0%	?	2.3%	9.6%	0.0%	-4.8%	11.4%

Grouped by structure: the compounds so far with a thiophene ring, fused or not (three)
SMILES	HT1080-NT tox	TDP-43 yeast inh	KB-V1 MDR tox	GLP1R cytotox	GLP1R ag	HT1080 IDH1KD tx	GLP-1R inv ag	SW480 rerep	KB-3-1 cytotox
Fc1ccc(Cn2nnnc2C(c2cccs2)N2CCN(C3CCCCC3)CC2)cc1 (configuration not stated)	0.0%	26.2%	1.8%	?	4.2%	-1.3%	0.2%	-5.5%	-6.5%
N#Cc1nc(-c2cccs2)oc1NCCN1CCOCC1	-0.7%	21.6%	?	10.2%	0.4%	9.8%	0.0%	-5.6%	5.4%
Fc1ccc(Cc2nnc(-c3cccs3)o2)cc1	-0.4%	29.9%	19.4%	1.4%	9.5%	9.6%	1.0%	-4.6%	-1.7%

(further entries)
SMILES	HT1080-NT tox	TDP-43 yeast inh	KB-V1 MDR tox	GLP1R cytotox	GLP1R ag	HT1080 IDH1KD tx	GLP-1R inv ag	SW480 rerep	KB-3-1 cytotox
Cc1ccc(F)c(S(=O)(=O)NC(=O)C2(C)CCN2C(=O)Cc2cc(F)ccc2F)c1 (configuration not stated)	17.5%	18.8%	-1.4%	-4.4%	-1.4%	5.4%	-5.2%	/	2.4%
COc1ccc(NC(=O)CSc2nc3c(c(=O)n2-c2ccccc2OC)SCC3)cc1	12.5%	0.0%	14.4%	2.6%	-1.0%	-3.8%	15.1%	0.3%	25.3%
COc1ccc(/C=C2\SC(=S)N(CCC(=O)N3CCOCC3)C2=O)cc1OC	3.4%	6.8%	12.8%	4.3%	-2.0%	11.1%	-12.0%	/	-3.6%
Cc1cc(Nc2ccc(N(C)C)cc2)n2ncnc2n1	2.3%	10.4%	-8.0%	-1.2%	11.5%	7.7%	17.5%	-2.7%	-8.0%
O=C(O)CCN1C(=O)c2ccc(NC(=O)CSCc3ccccc3)cc2C1=O	28.4%	-1.9%	2.4%	-6.4%	-0.9%	8.8%	-3.4%	-6.4%	9.5%
CCCc1cc(C(=O)Nc2ccccc2C(=O)OC)no1	5.7%	?	0.2%	2.3%	0.4%	11.9%	14.9%	-9.7%	-1.6%
CCOC(=O)[C@]12CCCC=C1N(Cc1cccc3ccccc13)C(=O)[C@H](CC(=O)NCc1ccc(C)o1)C2	?	25.2%	?	-25.9%	-1.3%	?	?	/	?
COc1ccccc1-c1cc(C(=O)N2CCN(c3ccccc3)CC2)no1	7.9%	17.8µM*	-4.0%&4.0%	-2.0%&-9.2%	18.8%	-10.4%	?	4.0%	-3.2%&2.0%
Cn1c(-c2ccccc2)c(/C=N/NC(=O)c2ccc(O)cc2)c2ccccc21	-24.9%	5.9%	?	-20.5%	12.4%	-7.3%	7.08µM*	-8.2%	?
O=C(Nc1ccccc1Cl)c1cc(C2CCCN(C(=O)c3cccs3)C2)on1 (configuration not stated)	-1.4%	?	1.2%	-6.2%	-4.1%	12.7%	?	/	0.0%
CCN(CC)c1ccc2ccc(=O)oc2c1	0.4%	?	-3.9%	275.3%[activator]	17.2%	0.0%	29.8%	18.4µM*	1.0%
CO[C@H]1[C@@H]2C=CO[C@@H](O[C@H]3O[C@@H](CO)[C@H](O)[C@@H](O)[C@@H]3O)[C@@H]2[C@@]2(CO)O[C@@H]12	20.2%	3.9%	-16.3%	-21.8%	11.1%	16.7%	3.2%	2.0%	12.5%
COc1cc2cc(CN(CCCO)S(=O)(=O)c3ccccc3Cl)c(=O)[nH]c2cc1OC	-2.3%	-18.5%	1.1%	-0.7%	13.3%	-2.4%	0.0%	-3.4%	21.2%
CC(=O)Nc1ccc(NC(=O)c2nccnc2C(=O)O)cn1	3.2%	14.9%	-6.1%	-2.7%	-0.7%	13.1%	8.9%	-16.2%	-21.2%
C/C(=N\S(=O)(=O)c1ccc(C)cc1)N(C)C	?	16.1%	6.4%	2.2%	10.8%	10.5%	18.0%	-65.0%[inhibitor]	9.6%
Cc1cc(C)n(-c2ccc(F)cc2)c(=O)c1C#N	13.0%	4.1%	-0.4%	7.3%	0.3%	14.0%	6.0%	0.0%	-0.2%
